KCNK3 inh – human KCNK3 channel inhibition, primary screen. O14649. CHO-KCNK3 thallium flux, FluxOR fluorescence; stronger effect = lower value. B-score at 10 µM. actives 0.84% (n = 340,000). AID 602410;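 active = B-score under library mean minus 4 SD, starting fluorescence ratio at most library mean plus 5 SD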;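 note: more negative B-score means stronger inhibition of thallium flux through KCNK3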
KCNQ1 inh – human KCNQ1 channel inhibition; P51787; CHO-K1 KCNQ1, FluxOR thallium flux fluorescence; stronger effect = higher value; B-score at 10 µM; actives 1.3% (n = 310,000); AID 2642;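 active = compounds whose thallium flux B-score, printed positive for inhibition, exceeds three library SD while starting fluorescence stays within three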;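 note: channel opened by potassium depolarization with thallium stimulus after 20 min compound exposure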
KCNQ1 pot – potentiates or activates the human KCNQ1 potassium channel. P51787. CHO-K1 KCNQ1, thallium flux FluxOR fluorescence; stronger effect = higher value. B-score at 10 µM. actives 0.35% (n = 310,000);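 active = fluorescence ratio B-score, a plate-corrected score, at least three library SD, with initial intensity B-score within 5 SD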
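System: Stable KCNQ1 CHO-K1 line | Incubation: 90 min dye loading and 20 min compound exposure, both at room temperature | Measure: Ratio B score | Medium: Assay buffer for compound exposure, DMSO matched across wells | Compound dosing: Single-concentration screen | Probe or stimulus: K+/Tl+ depolarizing stimulus | Measured by: Kinetic FluxOR fluorescence, 10 s baseline plus 110 s post-stimulus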
RGS4 act – RGS4 potentiation or activation | actives 0.92% (n = 310,000) | B-score at 10 µM | HEK293 M3R/inducible RGS4, carbachol calcium flux Fluo4; stronger effect = lower value;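 active = B-score of the integrated calcium signal more than 4 SD below the library mean, with starting fluorescence not abnormally high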;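 note: negative B-score means reduced calcium response which marks RGS4 activation or potentiation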
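Material: M3R-expressing HEK293 line, RGS4 induced by doxycycline | Schedule: Overnight RGS4 induction, 30 min dye load 37 °C, 20 min compound RT | Measured by: Fluo4 fluorescence kinetic imaging of calcium | Read-out: Integrated calcium ratio converted to B score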
GSK3 alpha inh – human GSK-3 alpha kinase inhibition; P49840; ADP-Glo luminescence, 60 min; inhibition, % at 10 µM; actives 0.1% (n = 320,000); AID 2650;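 in the data active = inhibition above about 50%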;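 note: GST-tagged GSK-3 alpha with peptide substrate and 25 µM ATP; 0% = DMSO neutral wells and 100% = GW8510 positive control wells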
Target sequence (P49840 whole entry, looked up): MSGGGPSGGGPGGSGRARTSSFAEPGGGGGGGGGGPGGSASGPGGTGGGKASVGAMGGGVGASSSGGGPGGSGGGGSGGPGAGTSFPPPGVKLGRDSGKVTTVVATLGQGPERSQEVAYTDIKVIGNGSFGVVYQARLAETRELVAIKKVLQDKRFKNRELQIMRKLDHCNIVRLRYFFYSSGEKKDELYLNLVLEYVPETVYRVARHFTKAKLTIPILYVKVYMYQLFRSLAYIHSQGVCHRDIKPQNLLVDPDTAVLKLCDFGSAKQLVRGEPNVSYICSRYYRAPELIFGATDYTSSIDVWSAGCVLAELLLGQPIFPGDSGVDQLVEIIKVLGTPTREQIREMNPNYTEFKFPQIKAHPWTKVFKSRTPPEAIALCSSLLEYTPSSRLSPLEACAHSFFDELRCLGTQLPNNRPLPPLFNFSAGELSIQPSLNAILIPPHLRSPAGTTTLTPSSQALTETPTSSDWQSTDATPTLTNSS
RGS4 block – inhibitors of human RGS4 | actives 0.45% (n = 310,000) | HEK293 M3R/RGS4 inducible, Fluo-4 calcium flux; stronger effect = higher value; triggered by carbachol at its EC20 | P49798 | B-score at 10 µM;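 active = B-score, a plate-corrected calcium signal, over three deviations above library mean, with baseline fluorescence within five deviations of library mean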;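 note: RGS4 expression induced by doxycycline in cells with stable M3 receptor; B-score is computed from the integrated fluorescence ratio over baseline after carbachol; higher B-score means a larger calcium signal and so more RGS4 inhibition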
Target sequence (P49798 whole entry, looked up): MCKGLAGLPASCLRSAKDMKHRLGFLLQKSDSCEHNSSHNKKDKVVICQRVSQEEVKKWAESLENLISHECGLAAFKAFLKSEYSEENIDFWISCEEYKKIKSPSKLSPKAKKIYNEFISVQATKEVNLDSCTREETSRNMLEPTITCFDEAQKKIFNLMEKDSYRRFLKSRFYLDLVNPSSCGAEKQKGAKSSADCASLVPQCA
GSK3beta inhib – inhibitors of human GSK3beta kinase. actives 0.038% (n = 300,000). P49841. AID 2097. GST-GSK3beta kinase, ADP-Glo luminescence, 60 min; stronger effect = lower value. activity score (negative = inhibition), % at 10 µM;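 active = more than half of replicate wells score below -50%, meaning over 50% inhibition versus plate controls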;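 note: 0% = median DMSO wells and -100% = median GW8510 positive control wells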
Target sequence (P49841 whole entry, looked up): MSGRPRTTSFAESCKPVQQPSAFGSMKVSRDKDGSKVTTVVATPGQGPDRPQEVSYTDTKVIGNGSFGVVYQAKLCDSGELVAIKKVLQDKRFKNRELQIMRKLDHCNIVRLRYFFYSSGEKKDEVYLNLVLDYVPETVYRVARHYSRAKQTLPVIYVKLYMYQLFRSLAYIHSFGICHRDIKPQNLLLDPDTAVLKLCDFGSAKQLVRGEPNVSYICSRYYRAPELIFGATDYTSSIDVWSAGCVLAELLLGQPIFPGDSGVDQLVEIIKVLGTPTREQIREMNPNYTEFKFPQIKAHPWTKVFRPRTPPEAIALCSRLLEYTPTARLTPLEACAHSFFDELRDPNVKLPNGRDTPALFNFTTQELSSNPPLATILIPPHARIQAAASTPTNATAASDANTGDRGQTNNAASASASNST
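Test system: GST-tagged human GSK3beta kinase, cell-free; evaluation: activity score scaled between in-plate DMSO and GW8510 controls; measured by: ADP-Glo luminescence; incubation: 60 min reaction, RT; benchmarks: DMSO and 20 µM GW8510; reagent: peptide substrate plus 25 µM ATP (final); medium: Tris/MgCl2 kinase buffer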
KCNK9 block – blocks the human KCNK9 two-pore domain potassium channel. B-score at 10 µM. actives 1.2% (n = 310,000). AID 488922. HEK293 KCNK9, FluxOR thallium flux fluorescence; stronger effect = lower value;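 active = ratio B-score over 3 SD below the library mean, with starting fluorescence within 5 SD of its mean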;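 note: negative B-score means less thallium flux so channel inhibition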
DYRK1A inh – blocks rat Dyrk1A kinase activity; Q63470; ADP-Glo luminescence, NFATc1 peptide; inhibition, % at 12.5 µM; actives 0.43% (n = 310,000); in the data active = inhibition above about 50%;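 note: plate controls were vehicle with enzyme for no effect and no enzyme for full effect; many of its hits are not listed in these tables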
PolyA inh – inhibitors of polyadenylation in S. cerevisiae. calls only at 12 µM. actives 0.02% (n = 300,000). S. cerevisiae SKY197-pL101 polyadenylation reporter, beta-gal luminescence; efflux-impaired pdr1/pdr3 knockout yeast; score 100 = 6 SD above DMSO. AID 1875;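 active = lowest replicate activity score at least 50, where 100 means six control SD above control mean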;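 note: yeast exposed to compound for 9 h at 30 °C; higher score means more reporter readthrough which indicates perturbed polyadenylation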
hERG rescue – shields human hERG channel from block by proarrhythmic agents; activation (rescue from dofetilide block), less the hit threshold, % at 10 µM; AID 1511; actives 0.51% (n = 310,000); CHO-hERG, FluxOR thallium flux, dofetilide IC70 present;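 active = activation above the mean of controls blocked by dofetilide plus 5 SD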;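 note: thallium influx through hERG after potassium depolarization seen as dye fluorescence rise; in these data hits start at about 4.7%; inactives centre near -7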
* marks the source's active call; other numbers are inactive results; i = inactive; . = not tested or not shown.

SMILES	KCNK3 inh	KCNQ1 inh	KCNQ1 pot	RGS4 act	GSK3 alpha inh	RGS4 block	GSK3beta inhib	KCNK9 block	DYRK1A inh	PolyA inh	hERG rescue
CCN(CC)S(=O)(=O)c1ccc(C)c(NS(=O)(=O)c2cc(/C=C/C(=O)O)cc(OC)c2OC)c1	i	i	i	i	-4	i	0	i	.	i	-11
CCOc1ccc(NC(=O)C(C)Sc2nnnn2C)cc1 (stereo not drawn)	i	i	i	i	-1	i	-2	i	1	i	-4
O=C(Cn1nnc2ccccc21)c1ccc([N+](=O)[O-])cc1	i	i	i	i	-2	i	-1	i	0	i	-14
O=C(Cc1cccs1)N1CCN(c2ccccn2)CC1	i	i	i	i	-1	i	-2	i	0	i	-4
COc1cccc(CNC(=O)C2CCCN(S(=O)(=O)c3c(C)noc3/C=C/N(C)C)C2)c1 (stereo not drawn)	i	i	i	i	-1	i	2	i	1	i	-13
Cc1ccc(CCNC(=O)CCc2nc3ccccc3[nH]2)cc1	i	i	i	i	-1	i	0	i	-4	i	-5
O=C(CNC(=O)c1ccco1)OCC(=O)c1ccccc1Cl	i	i	i	i	-1	i	-1	i	-1	i	-9
O=C(NC1CCSc2ccccc21)c1cc(S(=O)(=O)N2CCOCC2)ccc1Cl (stereo not drawn)	i	i	i	i	1	i	-2	i	16	i	-12
COc1ccc(S(=O)(=O)N2CCCCCC2)cc1C(=O)OCC(=O)NC(N)=O	i	i	i	i	-2	i	3	i	4	i	-11
CC(C)COc1ccc(C(=O)OCCN2CCOCC2)c(O)c1	i	i	i	i	-1	i	5	i	4	i	0
COc1ccc(CN(C)Cc2cc(=O)oc3cc(C)c(C(C)C)cc23)cc1OC	i	i	i	-7.1*	-1	i	3	i	-6	i	-13
Cc1ccc(NC(C)C(=O)N/N=C/c2ccc([N+](=O)[O-])s2)cc1 (stereo not drawn)	i	i	i	i	0	i	-3	i	0	i	-4
c1ccc(SCCCCNC2CCCC2)cc1	i	i	i	i	0	i	-1	i	3	i	-6
COCCCNC(=O)CCNS(=O)(=O)c1ccc(C)cc1	i	i	i	i	-1	i	.	i	-4	i	-8
CC1CN(Cc2nc3c(c(=O)n(C)c(=O)n3C)n2CCc2ccccc2)CC(C)O1 (stereo not drawn)	i	i	i	i	7	i	-5	i	2	i	-8
NS(=O)(=O)c1cccc(NC(=O)c2cccc3c(Br)cccc23)c1	i	i	i	i	0	i	0	i	5	i	-2
Cc1cc(C)nc(SC(C)C(=O)N/N=C/c2cccs2)n1 (stereo not drawn)	i	i	i	i	-7	i	0	i	4	i	1
COc1ccccc1N(CC(=O)NC1CCCCC1)C(=O)Cn1nnc(-c2ccc(C)o2)n1	i	i	i	i	.	i	2	i	1	i	-11
COCOc1cc(O)c(C(=O)/C=C/c2ccc(OCOC)c(OCOC)c2)c(OCOC)c1	.	i	i	i	0	i	0	i	.	i	-6
Cc1noc(C)c1C(=O)OC(C(=O)NC1CCCC1)c1ccc(F)cc1 (stereo not drawn)	i	i	i	i	-1	i	-1	i	-7	i	-1

Reprinted from the part before: two compounds, then new ones.
SMILES	KCNK3 inh	KCNQ1 inh	KCNQ1 pot	RGS4 act	GSK3 alpha inh	RGS4 block	GSK3beta inhib	KCNK9 block	DYRK1A inh	PolyA inh	hERG rescue
COCOc1cc(O)c(C(=O)/C=C/c2ccc(OCOC)c(OCOC)c2)c(OCOC)c1	.	i	i	i	0	i	0	i	.	i	-6
Cc1noc(C)c1C(=O)OC(C(=O)NC1CCCC1)c1ccc(F)cc1 (stereo not drawn)	i	i	i	i	-1	i	-1	i	-7	i	-1
CCOc1ccccc1CNC(=O)C(C)n1nc(C)c2c(C)n(-c3ccccc3)nc2c1=O (stereo not drawn)	i	i	i	i	-1	i	-1	i	1	i	-11
Cc1ccccc1NC(=O)c1sc2nc3c(c(-c4ccco4)c2c1N)CCC3	i	i	i	i	2	i	0	-8.1*	-1	i	-12
COc1nc(N)nc(N)c1NS(=O)(=O)c1ccc(C)cc1	i	i	i	i	-1	i	-3	i	7	i	-10
Cc1ccnn2c(-c3ccccc3)c3c(=O)n(C)c(=O)n(C)c3c12	.	i	i	i	.	i	3	i	.	i	-5
CCCN(CCC)C(=O)Cn1c(=O)n(CCCCC(=O)NCc2ccco2)c(=O)c2ccccc21	i	i	i	i	-2	i	1	i	-6	i	-2
O=C(O)c1cccc(Cn2c(Cl)c(/C=N/NC(=O)c3ccc(O)cc3)sc2=O)c1	i	i	i	i	4	i	-1	i	25	i	-14
O=S(=O)(c1ccc(N2CCN(Cc3ccc4c(c3)OCO4)CC2)nc1)N1CCOCC1	.	i	i	i	-3	i	2	i	.	i	-7
CC1CCN(S(=O)(=O)c2ccc(NC(=O)Cc3cccs3)cc2)CC1	i	i	i	i	2	i	1	i	-2	i	-6
Cn1nc(C(C)(C)C)c(NC(=O)c2cccs2)c1C(C)(C)C	i	i	i	i	-4	i	1	i	.	i	-6
CC(C)c1ccc(NC(=O)c2cc([N+](=O)[O-])ccc2N2CCOCC2)cc1	i	i	i	i	-3	i	-3	i	-4	i	-10
CCCCNC(=O)Nc1ccccn1	i	i	i	i	-7	i	1	i	-1	i	-7
CN(c1ccc(C(=O)N2CCN(Cc3ccc4c(c3)OCO4)CC2)cc1)S(=O)(=O)c1ccccc1	i	i	i	i	-4	i	1	i	3	i	-9
CN(C)c1ccc(C(c2nnnn2C(C)(C)C)N2CCN(C(=O)c3ccco3)CC2)cc1 (stereo not drawn)	i	i	i	i	-1	i	-7	i	5	i	-14
C[C@@H]1CCC[C@]2(O[C@@H](CCO)C[C@@H](O)[C@@H]2O)O1	i	i	i	i	-1	i	-3	i	5	i	-4
CC(=O)Nc1ccc(NC(=O)COc2ccc(S(=O)(=O)NC(C)c3ccccc3)cc2)cc1 (stereo not drawn)	i	i	i	i	-2	i	-1	i	-1	i	-7
CCN1C(=O)c2cccc3c(S(=O)(=O)N(C(=O)c4cccnc4)c4ccc(OC)cc4)ccc1c23	i	i	i	i	-3	i	-20	i	6	i	-9
O=C(NCCc1ccccn1)c1nc(Cn2ccc([N+](=O)[O-])n2)no1	i	i	i	i	0	i	.	i	-2	i	-8
Cc1cc([N+](=O)[O-])ccc1N(C)C	i	i	i	i	-2	i	1	i	13	i	-7
Cc1ccc(-n2ncc(C(=O)NCC3CCN(C4CCCC4)C3)c2C2CCN(C(=O)OC(C)(C)C)CC2)cc1C (stereo not drawn)	i	i	i	i	2	i	-5	i	-5	i	-13
O=[N+]([O-])c1ccccc1-c1ccc(CN2CCN(c3ccccc3)CC2)o1	i	i	i	i	-5	i	-5	i	0	i	-12
O=C(N/N=C/c1ccccc1)c1ccco1	i	i	i	i	-1	i	-5	i	-7	i	-5
CCCCCc1nc(N)c(C#N)c(-c2ccco2)c1CCCC	i	i	i	i	0	i	-3	i	3	i	1
O=C(NN=C1C2CC3CC(C2)CC1C3)c1cccs1	i	i	i	i	-5	i	0	i	13	i	2
CCNc1nc(N)nc(Oc2ccc(OCc3ccccc3)nn2)n1	i	i	i	i	0	i	17	i	3	i	-14
COc1ccccc1-c1nnc(SCC(=O)Nc2ccc(Cl)cc2Cl)o1	i	i	i	i	-1	i	0	i	-5	i	-11
COc1ccc(-c2cc(C(=O)NCC(c3ccco3)N(C)C)c3ccccc3n2)cc1OC (stereo not drawn)	i	i	i	i	-2	i	4	i	12	i	-14
COc1ccc(CCN(Cc2cc3cccc(C)c3[nH]c2=O)C(=O)N2CCCC2)cc1OC	i	i	i	i	-4	i	3	i	-15	i	-15
CCn1nc(C)c(CNC(=O)c2cc(COc3cncc(Cl)c3)on2)c1C	i	i	i	i	1	i	-2	i	.	i	-4
CCc1ccccc1NC(=O)CN(C)C(=O)COc1ccc(C)nc1[N+](=O)[O-]	i	i	i	i	0	i	-1	i	8	i	-8
Cc1ccc(-c2csc(NC(=O)c3ccc(F)cc3)c2C(=O)O)cc1	i	i	i	i	-2	i	3	i	-5	i	-1
COC(=O)Cn1cnc2sc(C)c(S(=O)(=O)N3CCN(c4ccccc4OC)CC3)c2c1=O	i	i	i	i	-8	i	2	i	3	i	-3
COc1ccc(OC)c(NS(=O)(=O)c2cccs2)c1	i	i	i	i	-1	i	-2	i	0	i	-9
Cc1cc(C)n(/N=C/c2cccc(O)c2)c(=O)c1C(N)=O	i	i	i	i	1	i	2	i	2	i	-7
O=C1/C(=C/c2ccccn2)SC(=S)N1Cc1ccccc1	i	i	i	i	-3	i	-5	i	.	i	-6
CCOC(=O)NCc1ccc2c(c1)cc(C)n2C	i	i	i	i	0	i	-1	i	-1	i	-13
CCc1nnc(NC(=O)[C@@H](NC(=O)c2cccc(S(=O)(=O)N3CCOCC3)c2)C(C)C)s1	i	i	i	i	-3	i	1	i	1	i	-9
N#Cc1ccccc1-c1ccccc1C(=O)N1CCCCC1	i	i	i	i	-2	i	-1	-19*	-2	i	-2
CC(=O)Nc1cccc(OCCCNC(=O)c2ccc(C(C)(C)C)cc2)c1	i	i	i	i	-2	i	1	i	.	i	-5
C=C(C)CNC(=S)N/N=C(\C)c1ccc(Cl)s1	i	i	i	i	-2	i	2	i	-4	i	3
CCOc1ccc(-c2nnn(CC(=O)N3CCCC3)n2)cc1OCC	i	i	i	i	4	i	-3	i	1	i	-10
CCOc1ccccc1NC(=O)C(NC(=O)C1CCC(C)CC1)C(C)C (stereo not drawn)	i	i	i	i	0	i	0	i	-1	i	-9

Molecules shown so far that have a COOH group (3):
SMILES	KCNK3 inh	KCNQ1 inh	KCNQ1 pot	RGS4 act	GSK3 alpha inh	RGS4 block	GSK3beta inhib	KCNK9 block	DYRK1A inh	PolyA inh	hERG rescue
CCN(CC)S(=O)(=O)c1ccc(C)c(NS(=O)(=O)c2cc(/C=C/C(=O)O)cc(OC)c2OC)c1	i	i	i	i	-4	i	0	i	.	i	-11
O=C(O)c1cccc(Cn2c(Cl)c(/C=N/NC(=O)c3ccc(O)cc3)sc2=O)c1	i	i	i	i	4	i	-1	i	25	i	-14
Cc1ccc(-c2csc(NC(=O)c3ccc(F)cc3)c2C(=O)O)cc1	i	i	i	i	-2	i	3	i	-5	i	-1

Source: PubChem (several laboratories)

Not all compounds are listed; count on the stated rates, not on these rows.
